AT treatment – qHTS Assay for Identifying a Potential Treatment of Ataxia-Telangiectasia | […] A-T fibroblasts, KAP-1 phosphorylation AlphaLISA; neocarzinostatin DNA damage 30 min before lysis | Potency, µM (top dose mostly 57.5 µM), inactives show at the highest dose activation, most hits filed as activators | hit rate 0.19% among 320,000 | AID 485349, 2010; note: potency is the fitted concentration of half-maximal effect; % of control where 0% means no effect; nearly all actives have a fitted effect of over 45% in size
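ATM-like activity read as KAP-1 phosphorylation via AlphaLISA donor/acceptor antibody pairs after lysis and 6 hr at 25C. Cells were ATM-null patient fibroblasts ([…], hTERT), dosed 60 min, then exposed to the DSB inducer NCS for 30 min.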
KCNH2 WT inh – qHTS for Inhibitors of KCHN2 3.1: Wildtype qHTS. Voltage-gated inwardly rectifying potassium channel KCNH2 (Homo sapiens), Q12809. U2OS, BacMam KCNH2, thallium flux FluxOr; stronger effect = lower value. activity change, % at 1.84 µM. hit rate 0.37% among 340,000;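 active = maximum activity change below -70%; inconclusive = maximum activity change between -70% and -50%; inactive = maximum activity change above -50%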; note: % is set by controls: 0 for no effect and ±100 for the full control effect
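U2OS cells were transduced with wild-type KCNH2 virus (2.03 x 10^8 / mL) for 4 h at room temperature, then cultured overnight at 37 C. Thallium flux was read with FluxOr dye. Rate constants were normalized to DMSO controls.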
TSHR antagonist – Antagonists of the Thyroid Stimulating Hormone Receptor: HTS campaign; activity change, negative = inhibition, % at 11.5 µM; hit rate 0.2% among 330,000; Thyrotropin receptor (Homo sapiens), P16473; TSHR-expressing cells, TSH-stimulated cAMP HTRF, 2 h; stronger effect = lower value; AID 504810, 2011;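 active = activity change below a set negative limit, meaning inhibition stronger than a set level, cut at about -70% in these data; inconclusive = activity change between two set negative limits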; note: % is set by controls: 0 for no effect and ±100 for the full control effect
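Antagonism was scored as loss of TSH-driven cAMP in TSHR cells, stimulated with 4nM TSH (EC80) for 2 hours at 37 deg C and detected by homogeneous HTRF competition immunoassay.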
TRPV1 ag – HTS Assay for Compounds that Act as Agonists of the Vanilloid Receptor 1. Transient receptor potential cation channel subfamily V member 1 (Homo sapiens), Q8NER1. AID 540275, 2011. TRPV1-expressing cells, Fluo-8 calcium influx, agonist mode. activation, % at 8.33 µM. hit rate 0.19% among 320,000; in the data active = activation above about 80%; inconclusive = between about 30% and that limit; note: 0% is about no effect
Target sequence (Q8NER1 whole entry, looked up): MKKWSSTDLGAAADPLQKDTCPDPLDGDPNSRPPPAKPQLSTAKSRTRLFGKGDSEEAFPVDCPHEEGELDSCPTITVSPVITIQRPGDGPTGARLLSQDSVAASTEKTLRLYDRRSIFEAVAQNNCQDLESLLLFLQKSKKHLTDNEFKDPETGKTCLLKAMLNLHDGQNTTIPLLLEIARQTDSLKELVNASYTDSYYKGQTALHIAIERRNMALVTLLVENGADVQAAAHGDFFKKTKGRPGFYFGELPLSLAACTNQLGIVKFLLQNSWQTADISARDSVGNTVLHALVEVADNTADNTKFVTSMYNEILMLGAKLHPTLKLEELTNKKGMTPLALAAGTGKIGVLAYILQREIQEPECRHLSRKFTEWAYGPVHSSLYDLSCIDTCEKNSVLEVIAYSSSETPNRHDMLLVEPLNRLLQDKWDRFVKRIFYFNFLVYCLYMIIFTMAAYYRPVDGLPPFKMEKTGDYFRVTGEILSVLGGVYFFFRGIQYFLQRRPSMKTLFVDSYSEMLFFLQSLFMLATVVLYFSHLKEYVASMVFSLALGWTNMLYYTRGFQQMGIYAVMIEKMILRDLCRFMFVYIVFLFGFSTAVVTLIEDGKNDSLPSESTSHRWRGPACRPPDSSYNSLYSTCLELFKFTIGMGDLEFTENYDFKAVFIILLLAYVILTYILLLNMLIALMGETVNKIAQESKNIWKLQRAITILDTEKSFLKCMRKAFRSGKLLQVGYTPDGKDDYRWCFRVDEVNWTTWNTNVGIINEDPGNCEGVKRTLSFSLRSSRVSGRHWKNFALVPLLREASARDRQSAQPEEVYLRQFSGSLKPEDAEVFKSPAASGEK
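Cells expressing TRPV1 were dye-loaded with Fluo-8 and read kinetically: 10 s baseline, 3 min after compound (agonist portion), then 2 min after EC20 capsaicin (allosteric enhancer portion). Calcium-bound dye fluorescence at 480/520 nm.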
Mito fusion act – qHTS Assay for Small Molecule Inhibitors of Mitochondrial Division or Activators of Mitochondrial Fusion; AID 485298, 2010; S. cerevisiae fusion-defective mutant growth rescue, CellTiterGlo 48 h; Potency, µM (top dose mostly 46.1 µM), without a hit: at the top dose growth rescue (activation), usual class: activators; hit rate 0.23% among 320,000;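 note: potency is the fitted concentration of half-maximal effect; % of control where 0% means no effect; nearly all actives have a fitted effect of over 45% in size; temperature-sensitive fusion mutants such as fzo1-1 at 37 °C on non-fermentable ethanol glycerol medium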
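Growth-rescue viability read-out: after 48 h at the non-permissive 37C in glycerol/ethanol YPEG, yeast mitochondrial fusion mutants are measured by CellTiterGlo luminescence; compounds (23 nl pinned per well) restoring growth score as division inhibitors or fusion activators.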
USP2a block – qHTS Assay for Inhibitors of Ubiquitin-specific Protease USP2a Using CHOP2 as the Reporter | Ubiquitin carboxyl-terminal hydrolase 2 (Homo sapiens), O75604 | Potency, µM (top dose mostly 38.3 µM), inactives show at the highest dose activity change, negative = inhibition, hits mostly inhibitors | AID 463254, 2010 | USP2 core, Ub-CHOP2 coupled fluorogenic reporter, 485/531 | hit rate 0.01% among 330,000;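 note: potency is the fitted concentration of half-maximal effect; plate controls were DMSO wells for no effect and full inhibition by NEM control for full effect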
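Cell-free coupled assay: 10nM USP2 core preincubated 30min RT with compound in Tris-HCl pH 8.0/CaCl2/CHAPS buffer, then 25nM Ub-CHOP2 and 25nM reporter substrate; fluorescence (Ex 485/Em 531) read after 60min RT, normalized to NEM inhibition, concentration-response curves fitted.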
ELG1 DNA repair – qHTS screen for small molecules that inhibit ELG1-dependent DNA repair in human embryonic kidney (HEK293T) cells expressing luciferase-tagged ELG1; Potency, µM (titrated, usually from 46.1 µM), for the others: at the highest dose activity change, negative = inhibition, actives largely listed as inhibitors; hit rate 2.3% among 330,000; HEK293T ELG1-luciferase reporter, luminescence, 16 h; DNA damage induced by 5-fluorouridine; note: potency is the fitted concentration of half-maximal effect; % is set by controls: 0 for no effect and ±100 for the full control effect; nearly all actives have a fitted effect of over 55% in size
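Quantitative HTS, concentration-response format. 2,000 cells/well co-treated with 5-fluorouridine and compound, 16 hr in 5% CO2 at 37 °C; ONE-Glo luminescence read after 30 min.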
KCNH2 3.1 block – qHTS for Inhibitors of KCHN2 3.1: Mutant qHTS. U2OS KCNH2 3.1, thallium flux FluxOr; stronger effect = lower value. hit rate 0.95% among 340,000. activity change, % (tested at about 1.8 µM). Potassium voltage-gated channel subfamily H member 2, brain isoform KCNH2 3.1 (human);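 active = maximum activity change below -70%; inconclusive = maximum activity change from -70% to -50%; inactive = maximum activity change above -50%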;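 note: thallium influx rate constant from kinetic fluorescence after stimulation buffer; % is set by controls: 0 for no effect and ±100 for the full control effect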
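We transduce U2OS cells with the mutant 3.1 virus, culture them overnight, load FluxOr with Red40 quencher for 45 min, then add stimulation buffer and read kinetically for 2 min to derive a normalized rate constant.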
Eya2 inh – qHTS Assay for Inhibitors of the Phosphatase Activity of Eya2; recombinant Eya2, OMFP fluorescence dephosphorylation (OMFP is methylfluorescein phosphate); Potency, µM (titrated, usually from 76.9 µM), for the others: at the highest dose activity, negative = inhibition, hits mostly inhibitors; hit rate 0.006% among 330,000; Protein phosphatase EYA2 (Homo sapiens), O00167; note: potency is the fitted concentration of half-maximal effect; % is set by controls: 0 for no effect and ±100 for the full control effect
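Eya2 (0.2 uM) preincubated 10 min at ambient with compound, then OMFP substrate added at 50 uM; 10 min reaction in 50 mM HEPES pH 7.5, 50 mM NaCl, 5 uM MgCl2, 0.05% BSA, 1 mM DTT. Fluorescence read at Ex 485/Em 525 nm.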
TCR act – Activators of T cell receptors: qHTS campaign; 330,000 tested, under 10 active; primary human leukocytes, anti-CD3, IL-2 HTRF, 48 h; AID 504894, 2011; Potency, µM (doses to about 9.22 µM), inactives show top-dose activation of IL-2 secretion, actives largely listed as activators; note: % of control where 0% means no effect
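Primary human leukocytes were stimulated with a-CD3 beads plus compounds for 48 hr without co-stimulation; secreted IL-2 was quantified by HTRF using a-IL-2-K (europium cryptate) and a-IL-2-d2, excited at 320nm with acceptor emission read at 665nm.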
* marks the source's active call; other numbers are inactive results; ? = inconclusive; nt = not tested or not shown; & = joins results of further samples; [ ] = remark or other dose. Unless noted, calls come from the whole dose curve; as a rule, active = well fitted curve in the direction sought with a large enough effect; inconclusive = small, poorly fitted or top-dose-only effect, or another doubt; inactive = no such curve, though single readings can be large; an effect the other way counts as inactive or inconclusive. Some of the compounds tested; the hit share may differ from the screen's.

Key to letters: A = AT treatment; B = KCNH2 WT inh; C = TSHR antagonist; D = TRPV1 ag; E = Mito fusion act; F = USP2a block; G = ELG1 DNA repair; H = KCNH2 3.1 block; I = Eya2 inh; J = TCR act
Cc1ccc(NS(=O)(=O)c2cccc(C(=O)NCc3ccccn3)c2)cc1
  A = 0.3% | B = -0.7 | C = -0.9 | D = -1.3 | E = -3.9% | F = 4.1% | G = 21.4% | H = -8.3 | I = 0.9% | J = -0.1%

Cc1cc(N2C(=O)C(O)=C(C(=O)c3cccs3)C2c2ccccc2)no1 (centres undefined)
  A = -0.3% | B = 12.0 | C = 11.3 | D = 0.5 | E = 1.2% | F = 0.1% | G = -4.4% | H = -3.8 | I = 11.0% | J = 4.9%

COc1ccc(/C=C2/N=C(SC)NC2=O)cc1OC
  A = -4.0% | B = 4.3 | C = 4.9 | D = -2.8 | E = -0.6% | F = 0.8% | G = 29.8% | H = 4.5 | I = 0.2% | J = -0.9%

Fc1ccc(N/N=C/c2cccnc2)c(F)c1
  A = -17.2% | B = -3.3 | C = 1.7 | D = ? | E = 0.3% | F = 0.0% | G = ? | H = -3.6 | I = -18.3% | J = 0.0%

CNC(=O)C1CCN(S(=O)(=O)c2c(C)noc2/C=C/N(C)C)CC1
  A = -3.4% | B = -8.0 | C = 6.8 | D = -10.5 | E = -0.8% | F = 2.8% | G = 20.4% | H = -1.7 | I = 7.9% | J = 9.5%

C=CCOc1ccc(/C=C/C(=O)OCC(=O)NC(C)c2ccc(F)cc2)cc1 (centres undefined)
  A = -7.5% | B = -2.4 | C = nt | D = 0.5 | E = 0.2% | F = 0.7% | G = 9.5% | H = -18.8 | I = 14.4% | J = -0.7%

CCOC(=O)Cn1nc(C)c(NC(=O)COc2ccccc2)c1C
  A = -0.9% | B = 2.3 | C = 3.6 | D = -6.2 | E = 0.9%&-0.1% | F = 1.8% | G = 0.0% | H = 2.4 | I = 10.7% | J = -0.8%

CCn1c(NCc2cc(OC)ccc2OC)nc2ccccc21
  A = 13.0% | B = 7.0 | C = 5.6 | D = 9.0 | E = 2.3% | F = -0.3% | G = ? | H = -8.3 | I = -5.5% | J = 2.1%

CCOC(=O)N1CCN(S(=O)(=O)c2cc([N+](=O)[O-])ccc2C)CC1
  A = -2.8% | B = 22.2 | C = 5.1 | D = 7.9 | E = 5.3% | F = 3.6% | G = 13.8% | H = 8.0 | I = 7.4% | J = 5.9%

Cc1ccc(S(=O)(=O)/N=C(\Sc2ccccc2)c2ccccc2)cc1
  A = 15.0% | B = -8.2 | C = -1.5 | D = 1.6 | E = 3.5% | F = 2.3% | G = ? | H = -16.6 | I = -15.8% | J = -0.7%

In the list so far, 2 contain an aryl methoxy group:
Key to letters: A = AT treatment; B = KCNH2 WT inh; C = TSHR antagonist; D = TRPV1 ag; E = Mito fusion act; F = USP2a block; G = ELG1 DNA repair; H = KCNH2 3.1 block; I = Eya2 inh; J = TCR act
COc1ccc(/C=C2/N=C(SC)NC2=O)cc1OC
  A = -4.0% | B = 4.3 | C = 4.9 | D = -2.8 | E = -0.6% | F = 0.8% | G = 29.8% | H = 4.5 | I = 0.2% | J = -0.9%

CCn1c(NCc2cc(OC)ccc2OC)nc2ccccc21
  A = 13.0% | B = 7.0 | C = 5.6 | D = 9.0 | E = 2.3% | F = -0.3% | G = ? | H = -8.3 | I = -5.5% | J = 2.1%

New compounds follow:
Key to letters: A = AT treatment; B = KCNH2 WT inh; C = TSHR antagonist; D = TRPV1 ag; E = Mito fusion act; F = USP2a block; G = ELG1 DNA repair; H = KCNH2 3.1 block; I = Eya2 inh; J = TCR act
N#CCCN(C(=O)c1ccco1)c1ccccc1
  A = 6.2% | B = 2.6 | C = 8.6 | D = 1.5 | E = 0.7% | F = -0.1% | G = 2.9% | H = 2.5 | I = 24.5% | J = -4.5%

Cc1cc(NC(CC(C)C)C(=O)O)nc(Cc2ccccc2)n1 (centres undefined)
  A = 2.1% | B = -10.6 | C = 21.1 | D = 3.4 | E = 2.6% | F = -0.9% | G = 13.4% | H = -22.0 | I = -16.9% | J = -4.4%

O=C(Cn1cc(C(F)(F)F)ccc1=O)NCc1ccc(F)cc1
  A = -4.8% | B = -14.4 | C = -4.0 | D = 3.3 | E = -8.2% | F = -0.3% | G = ? | H = 5.1 | I = 25.8% | J = -1.6%

Cc1ccnc(NS(=O)(=O)c2ccc(NC(=O)C3CC=CCC3C(=O)O)cc2)n1 (centres undefined)
  A = -1.4% | B = 0.4 | C = -5.9 | D = 2.7 | E = 4.2% | F = 1.5% | G = 16.7% | H = 3.6 | I = 14.5% | J = 7.3%

CN1C=CC2=C(C#N)C(N)C(C#N)(C#N)[C@H](c3ccccc3)[C@H]2C1 (some centres undefined)
  A = nt | B = -7.5 | C = -9.9 | D = 0.8 | E = -5.3% | F = 20.0% | G = -22.6% | H = -0.9 | I = 16.9% | J = 1.4%[46.1 µM]

Cc1ccc(OCCN(C)C(=O)C2CCC(=O)N(CCCN3CCCC3=O)C2)cc1 (centres undefined)
  A = 5.2% | B = -2.4 | C = 10.1 | D = -0.9 | E = 1.6% | F = 3.3% | G = -0.4% | H = 8.4 | I = -10.5% | J = 1.5%

CC(C)N1CCNCC1
  A = -4.5% | B = 8.4 | C = -8.2 | D = 0.3 | E = -1.0% | F = 0.6% | G = 4.6% | H = -5.0 | I = 9.1% | J = 3.1%

Cc1cc(-n2c(C)cc(C(=O)CSc3nncn3C(C)C)c2C)no1
  A = -9.8% | B = 2.0 | C = 6.3 | D = -2.1 | E = -7.9% | F = -0.4% | G = 1.8% | H = 6.7 | I = -21.2% | J = 4.6%

O=S(=O)(c1cccc(S(=O)(=O)N2CCN(c3ncccn3)CC2)c1)N1CCOCC1
  A = -3.4% | B = 2.1 | C = 9.8 | D = 1.7 | E = -0.7% | F = -0.3% | G = 7.4% | H = 5.6 | I = 2.2% | J = -0.7%[46.1 µM]

CC(C)S(=O)(=O)c1csc(C(=O)NN)c1-n1cccc1
  A = -1.6% | B = 1.8 | C = -11.1 | D = 4.0 | E = 1.2% | F = -0.9% | G = -2.2% | H = -0.7 | I = 7.7% | J = -1.4%

An excerpt of these results, with values under each structure.
Each structure is followed by: AT treatment, KCNH2 WT inh, TSHR antagonist, TRPV1 ag, Mito fusion act, USP2a block, ELG1 DNA repair, KCNH2 3.1 block, Eya2 inh, TCR act
CC(C)N1CCNCC1
→ -4.5%, 8.4, -8.2, 0.3, -1.0%, 0.6%, 4.6%, -5.0, 9.1%, 3.1%
Cc1ccc(OCCN(C)C(=O)C2CCC(=O)N(CCCN3CCCC3=O)C2)cc1 (centres undefined)
→ 5.2%, -2.4, 10.1, -0.9, 1.6%, 3.3%, -0.4%, 8.4, -10.5%, 1.5%

(list continues)
Key to letters: A = AT treatment; B = KCNH2 WT inh; C = TSHR antagonist; D = TRPV1 ag; E = Mito fusion act; F = USP2a block; G = ELG1 DNA repair; H = KCNH2 3.1 block; I = Eya2 inh; J = TCR act
CC[C@@]12C(=O)N(c3cccc(F)c3)C(=O)N1[C@H](c1ccc(Cl)cc1)[C@@H]1C(=O)N(C3CCCCC3)C(=O)[C@@H]12
  A = 3.7% | B = -15.4 | C = -2.4 | D = 1.3 | E = 18.9% | F = 2.6% | G = -5.6% | H = 0.3 | I = -24.7% | J = 0.3%

CCCCCCCCS(=O)C1CCS(=O)(=O)C1 (centres undefined)
  A = 2.3% | B = -4.2 | C = 6.8 | D = -2.6 | E = 8.2% | F = 2.0% | G = 1.8% | H = -28.0 | I = 17.8% | J = 8.4%

Cc1ccc(C(=O)OCC(=O)NCCc2ccccc2)cc1S(=O)(=O)N1CCOCC1
  A = 1.9% | B = 3.2 | C = 2.5 | D = 0.2 | E = 4.7% | F = 1.4% | G = 24.9% | H = 0.0 | I = 0.9% | J = -1.2%

COc1ccc(NC(=O)[C@@H](NC(=O)c2ccccc2)C(C)C)cc1S(=O)(=O)N1CCCCC1
  A = 0.0% | B = -8.4 | C = 8.8 | D = -4.1 | E = 1.9% | F = 0.7% | G = 3.6% | H = 1.9 | I = -12.2% | J = 6.7%
